# Assay outcomes as filed in PubChem BioAssay.
# TLR9-MyD88 block: TLR9-MyD88 interaction inhibition; inhibition, % at 4.98 µM; 340,000 compounds, 0.21% hits; CHO BLA complementation TLR9-MyD88, CCF4 FRET ratio; Q9NR96+Q99836;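 active = inhibition above the mean over all tested compounds plus 3 SD, cut at about 21% in these data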;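 note: 0% = DMSO only wells and 100% = clavulanate BLA inhibitor control wells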
# NOD2-RIPK2 inh: NOD2-RIPK2 protein interaction inhibition; O43353; CHO BLA complementation NOD2-RIPK2, CCF4 ratio; inhibition, % at 4.98 µM; 360,000 compounds, 0.38% hits; AID 624267; in the data active = inhibition above about 21%;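 note: 0% = vehicle only and 100% = reference blocker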
# Target sequence (O43353 whole entry, looked up): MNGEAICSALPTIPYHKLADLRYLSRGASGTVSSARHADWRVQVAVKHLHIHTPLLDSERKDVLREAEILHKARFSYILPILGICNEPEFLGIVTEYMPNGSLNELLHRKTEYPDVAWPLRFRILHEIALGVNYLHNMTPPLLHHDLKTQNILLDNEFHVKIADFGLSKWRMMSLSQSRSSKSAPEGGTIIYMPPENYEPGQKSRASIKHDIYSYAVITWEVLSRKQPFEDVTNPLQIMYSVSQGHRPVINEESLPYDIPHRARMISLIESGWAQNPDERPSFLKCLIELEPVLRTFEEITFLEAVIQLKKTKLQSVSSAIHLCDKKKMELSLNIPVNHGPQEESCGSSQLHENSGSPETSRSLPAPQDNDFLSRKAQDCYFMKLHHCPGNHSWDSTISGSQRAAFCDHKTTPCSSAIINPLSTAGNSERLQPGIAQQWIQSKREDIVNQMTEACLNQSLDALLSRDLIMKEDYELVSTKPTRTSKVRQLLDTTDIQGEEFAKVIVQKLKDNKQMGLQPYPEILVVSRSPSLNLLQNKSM
# NCOA2 inhibitor: human SRC2 (NCOA2) inhibition; Q15596; HEK293 GAL4-SRC2 luciferase reporter, luminescence; inhibition, % at 9 µM; 370,000 compounds, 0.17% hits; AID 651957;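 active = inhibition above the mean inhibition of all tested compounds plus 3 SD, set per campaign, cut at about 52% in these data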;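 note: 0% = DMSO treated cells and 100% = cells given Gossypol at 36 µM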
# m5-HT2A agonist: agonists of mouse serotonin 5-HT2A receptor (HTR2A). activation, % at 7.6 µM. CHO-K1 mHTR2A beta-arrestin complementation, luminescence; percent of 30 µM serotonin response. P35363. 360,000 compounds, 0.66% hits;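 active = activation above a run cutoff, the mean activation of all tested compounds plus 3 SD, cut at about 14% in these data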;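 note: 0% = plate median of compound wells and 100% = 30 µM serotonin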
# Target sequence (P35363 whole entry, looked up): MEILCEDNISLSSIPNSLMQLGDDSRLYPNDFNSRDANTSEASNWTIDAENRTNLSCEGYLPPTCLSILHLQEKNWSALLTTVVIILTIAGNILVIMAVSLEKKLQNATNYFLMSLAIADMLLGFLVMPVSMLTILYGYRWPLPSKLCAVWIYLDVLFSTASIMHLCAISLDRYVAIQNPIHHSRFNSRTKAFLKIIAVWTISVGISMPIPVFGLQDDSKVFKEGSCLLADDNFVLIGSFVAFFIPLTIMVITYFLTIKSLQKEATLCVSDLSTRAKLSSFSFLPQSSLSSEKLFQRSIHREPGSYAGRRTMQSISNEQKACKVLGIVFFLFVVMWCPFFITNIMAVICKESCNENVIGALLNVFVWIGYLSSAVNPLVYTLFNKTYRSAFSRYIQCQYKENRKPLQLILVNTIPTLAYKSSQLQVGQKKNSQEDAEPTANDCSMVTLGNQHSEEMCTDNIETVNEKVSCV
# MC4R antag cAMP: antagonists of human melanocortin 4 receptor (MC4R) | AID 540295 | MC4R-expressing cells, MTII-stimulated cAMP, LANCE TR-FRET | 360,000 compounds, 0.48% hits | inhibition, % at 6.5 µM;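 active = inhibition above its plate's cutoff, the mean of tested wells on that plate plus 3 SD, cut at about 29% in these data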;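 note: 0% = Melanotan II alone and 100% = Melanotan II plus saturating MCL0020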
#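 Material: human MC4R-expressing U2OS cells. Probe or stimulus: Melanotan II challenge. Dosing: 6.5 µM single dose. Times: 30-min compound, 1-h challenge, 1-h detection, room temperature. Technique: TR-FRET with Eu-cAMP and labeled anti-cAMP, 671 nm. Replication: singlicate.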
# Cardio protect: myocardial damage modulation in H9c2 cells | H9c2 cardiomyocytes, H2O2 injury protection, ATPLite, 2 h | protection from H2O2 cell death, % at 20 µM | 360,000 compounds, 0.63% hits | AID 588492;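 active = compounds giving at least 50% protection of heart cells from peroxide-induced death in the single-dose screen, raw or plate-pattern-corrected value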;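 note: 0% = DMSO wells with peroxide and 100% = DMSO wells without peroxide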
# Glyco luc inh: blocks N-linked glycosylation in D54 reporter cells; D54 ERlucT glycosylation luciferase reporter, 24 h; percent of 100 nM tunicamycin response; reporter increase, % at 12.5 µM; 360,000 compounds, 0.23% hits;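 active = mean luciferase reporter signal, scaled so untreated is 0 and the glycosylation-blocking control 100, at or above a set limit in every replicate; inconclusive = mean reaches the limit but not every replicate does; inactive = mean below the limit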;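 note: luciferase carries N-glycosylation sites so blocking glycosylation raises the light; 0% = median of neutral control wells and 100% = median of 100 nM tunicamycin wells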
# ABCB6 inh MLPCN: human ABCB6 transporter inhibition | K562-ABCB6 porphyrin accumulation, flow cytometry, 1 h; active compounds read low | AID 602162 | fluorescence ratio to DMSO, % at 10 µM | Q9NP58 | 360,000 compounds, 0.19% hits;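 active = fluorescence ratio to DMSO below 75%, the collection mean minus 3 SD; inconclusive = too few cells collected in the well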;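 note: signal is porphyrin accumulated inside mitochondria; 100% equals median channel fluorescence of DMSO control wells; lower ratio means ABCB6 inhibition with less porphyrin fluorescence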
# MC4R barr agon: activates human MC4R beta-arrestin recruitment. P32245. U2OS MC4R beta-arrestin complementation, luminescence; percent of melanotan II response, DMSO zero. activation, % at 8.9 µM. 360,000 compounds, 0.98% hits;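 active = activation above a per-plate cutoff, the mean activation of sample wells on that plate plus 3 SD, cut at about 8% in these data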
# ABHD5 PLIN5 PPI: inhibitors of human ABHD5-perilipin-5 interaction; AID 602281; Q00G26+Q8WTS1; 360,000 compounds, 0.78% hits; Split G. princeps luciferase complementation, luminescence, 4 h; inhibition, % at 4 µM;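 active = inhibition above the mean inhibition across every tested compound plus 3 SD, cut at about 22% in these data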;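 note: 0% = DMSO only wells and the 100% control is not disclosed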
# An asterisk follows results filed as active; ? = inconclusive; . = no result given. These rows are one share of the data; rates above refer to the full screens.
SMILES,TLR9-MyD88 block,NOD2-RIPK2 inh,NCOA2 inhibitor,m5-HT2A agonist,MC4R antag cAMP,Cardio protect,Glyco luc inh,ABCB6 inh MLPCN,MC4R barr agon,ABHD5 PLIN5 PPI
Cn1cc([N+](=O)[O-])c(C(=O)Nc2cnn(Cc3ccc(F)cc3)c2)n1,-8,8,-12,1,15,18,4,93,1.5,-1
CN(C)c1ccc(-c2nnn(CC(=O)Nc3ccccc3N3CCOCC3)n2)cc1,3,5,16,14,-2,-4,-2,91,0.2,0
Cc1ccc(S(=O)(=O)N2CCCC2C(=O)OCc2nc3sc(C)c(C)c3c(=O)[nH]2)cc1 (stereo not given),2,-6,-11,1,24,34,5,98,-1.2,-4
COc1cc(S(=O)(=O)N2CCN(C(=O)C3CC3)CC2)ccc1NC(C)=O,1,-10,-2,9,13,-1,1,100,-2.2,-4
COc1ccc(N(C(=O)c2cnccn2)C(C(=O)NC2CCCCC2)c2ccc(O)cc2)cc1 (stereo not given),-4,-14,7,0,-1,1,-1,95,-3.8,-1
C[C@@H]1CCCCO[C@H](CN(C)C(=O)Cc2ccccc2)[C@@H](C)CN([C@H](C)CO)C(=O)c2cc(NC(=O)Nc3ccccc3)ccc2O1,-1,-9,18,-2,9,9,-3,101,0.7,-7
CCOc1ccc(NC(=O)CN(c2ccc(C)cc2)S(=O)(=O)c2c(C)nn(C)c2C)cc1,-8,-2,2,-6,-1,0,0,102,-2.6,4
Cc1cc(C)n2cc(CSc3nc4ccccc4[nH]3)nc2n1,-5,-10,-15,4,7,2,0,99,0.0,1
COc1cccc(C2c3c(oc4ccc(F)cc4c3=O)C(=O)N2CCCN2CCOCC2)c1 (stereo not given),0,2,-5,-2,0,18,4,97,-1.5,-6
CCc1ccc(C2c3[nH]c4ccccc4c3CCN2C(=O)CN2CCN(CC)CC2)cc1 (stereo not given),-6,-3,-14,-7,6,-16,-5,98,0.6,11
COc1ccc(/C=C2/SC(=O)N(CC(=O)NCCC(C)C)C2=O)cc1OC,8,5,-31,-1,-3,-3,-1,84,-1.9,-2
O=C(c1cc2sccc2n1Cc1ccc(F)cc1)N1CCc2ccccc21,-7,-1,-38,-5,9,-9,-3,105,-1.3,-4
Cc1cc(C(=O)Nc2ccccc2C#N)n(-c2ccccc2)n1,-3,-6,-16,-2,-5,4,-1,99,-1.9,1
CSc1nc2ccc(NC(=O)c3ccco3)cc2s1,-2,0,-52,7,11,-8,-4,104,-0.9,0
O=C(Cc1nnc(NC(=O)Nc2ccc(F)cc2)s1)NCc1ccccc1,.,4,-4,-2,4,-1,-5,108,1.1,-3
O=C1CC(N2CCN(Cc3ccccc3)CC2)C(=O)N1 (stereo not given),2,4,-28,-1,7,9,-1,99,-2.3,3
O=C(Nc1ccc(Cl)c(Cl)c1)c1csc(-c2ccccc2)n1,-2,3,-18,2,4,-12,5,97,20*,-4
Cc1ccc([N+](=O)[O-])cc1S(=O)(=O)N1CCCN(C)CC1,4,-3,-57,3,-9,2,1,98,-0.6,-2
CCCCNC(=O)CC(=O)Nc1ccccc1C(=O)O,5,5,10,9,2,-2,2,92,0.5,2
COC(=O)c1ccc(COc2ccc(/C=N/N3CCN(C)CC3)cc2)cc1,-3,3,-52,-9,6,-5,-7,97,-1.2,1
O=C(Nc1cccc(C(F)(F)F)c1)C1CCCO1 (stereo not given),2,-4,17,-2,11,-8,0,102,-0.4,-11
Cc1c(C(=O)N2CCOCC2)c(S(=O)(=O)N2CCN(c3ccc(Cl)cc3)CC2)c(C)n1C,4,7,-5,6,-3,4,-2,96,-2.5,2
N#Cc1cccc(NC(=O)c2cc(C3CCCCN3C(=O)c3ccccc3)on2)c1 (stereo not given),.,-13,12,3,-3,8,1,100,0.9,-3
CCCNc1nc(N)nc(-c2cc(Cl)ccc2OC)n1,-4,0,-4,-3,-1,2,2,101,-0.4,0
CCOC(=O)C1=C(O)C(=O)N(CCCn2ccnc2)C1c1ccc(C)cc1 (stereo not given),7,3,-4,0,9,4,2,96,-0.6,-2

# (next part)
SMILES,TLR9-MyD88 block,NOD2-RIPK2 inh,NCOA2 inhibitor,m5-HT2A agonist,MC4R antag cAMP,Cardio protect,Glyco luc inh,ABCB6 inh MLPCN,MC4R barr agon,ABHD5 PLIN5 PPI
CCOC(=O)c1c(-c2ccc(C)o2)csc1NC(=O)COC(=O)c1ccc(NC(N)=O)cc1,-5,10,-28,-1,26,61*,1,93,24*,38*
CC(C)C(=O)O/N=C(\N)c1ccccn1,9,-8,-6,2,12,-2,-1,99,-0.1,2
Cc1ccc(CCNC(=O)C2CCN(S(=O)(=O)c3cccc4nonc34)CC2)cc1,-1,0,2,2,2,1,-3,105,6.7,14
COc1ccc(COC(=O)C2=C(C)NC(=O)NC2c2cc(Br)c(O)c(OC)c2)cc1 (stereo not given),-9,7,-2,3,-3,6,1,110,-0.5,3
Clc1cccc(/C=N/Nc2nnc(Cl)c3ccccc23)c1,4,-12,-18,5,-3,-5,1,101,1.8,-7
O=C(O)C(F)=C(c1ccccc1)c1ccccc1,2,2,1,-2,10,4,0,105,-0.1,4
Cc1cc(C(=O)COC(=O)c2ccccc2NCCO)c(C)n1CC1CCCO1 (stereo not given),1,-13,30,8,-5,-16,-12,95,0.6,12
C[C@]12CC[C@H](O)CC1=CCC1C2CC[C@@]2(C)C1CC[C@@H]2NC(=O)[C@@H](N)Cc1cnc[nH]1 (stereo not given in full),-13,2,7,7,10,3,-3,99,1.1,-1
COc1ccc2cc(CCNC(=O)c3ccc4c(c3)OCO4)c(=O)[nH]c2c1,17,-4,2,9,-3,4,-1,91,-0.6,3
C[C@]12CC[C@H](O)CC1=CCC1C2CC[C@@]2(C)C1CCC21OCCO1 (stereo not given in full),5,1,1,0,0,3,2,96,1.2,1
CCOC(=O)N1CCN(CC(=O)Nc2c(C(=O)OC)[nH]c3cc(C)ccc23)CC1,4,-6,-10,7,5,2,2,100,-0.1,-3
O=C(COc1ccc(Br)cc1)N1CCN(c2ccc([N+](=O)[O-])c(N3CCCCC3)c2)CC1,7,-1,1,5,4,-6,0,98,-0.6,6
Cc1ccc2c(c1)C(=O)N1[C@H]3c4cc(Cl)ccc4OC[C@@H]3[C@H](c3ccccc3)[C@]1(C)C(=O)N2,-10,0,-11,-6,11,7,?,92,0.0,-11
Cn1c(CNC(=O)c2ccccc2F)nnc1SCC(=O)NCc1ccccc1,-9,-11,-5,-5,8,5,3,102,-0.3,-4
NC(=S)n1[nH]c(-c2ccc([N+](=O)[O-])cc2)c(N=Nc2cccc([N+](=O)[O-])c2)c1=O,-1,-14,6,2,22,-23,-4,98,-3.7,-8
O=C(c1cccc(S(=O)(=O)NCc2ccccc2)c1)N1CCCC(C(F)(F)F)C1 (stereo not given),-10,-4,4,-4,-3,-2,-1,100,-2.4,-3
Cc1nnc(SCc2ccc(CSc3nnc(C)c(=O)[nH]3)cc2)[nH]c1=O,-4,9,-65,4,8,2,1,102,1.8,-10
Cc1nn(C)c(C)c1-c1c(C#N)c(N)nc2c1CCCCCC2,-4,10,-9,-7,3,2,0,86,-1.7,-5
Cc1ccccc1NC(=O)CCN1CCCCCC1,-5,-12,-9,6,1,0,1,96,-0.8,1
O=C(N/N=C/c1cc2c(cc1[N+](=O)[O-])OCO2)c1ccccn1,1,-5,-46,3,-5,6,1,99,-0.2,11
O=C(Nc1nnc(CCN2CCCCC2)s1)c1ccccc1Cl,-5,-7,3,4,-1,1,0,96,-1.5,2
C=CCOC(=O)C1=C(C)NC(C)=C(C(=O)OCC=C)C1c1ccc(C)o1,4,2,16,-8,-2,-3,-4,96,-1.0,-4
CCCCNC(=O)N(C)c1nc2ccccc2s1,-2,2,-52,-4,1,-1,0,98,-1.9,-5
Cc1ccc(-c2nn(-c3ccccc3)cc2/C=N/n2c(-c3ccncc3)n[nH]c2=S)cc1,.,-6,-37,3,10,-2,2,100,-2.0,-5
O=C(Cc1c[nH]c2ccccc12)N1CCN(S(=O)(=O)c2ccc(Cl)cc2)CC1,8,2,8,3,3,-6,0,101,1.5,1
CCOC(=O)/C(C(N)=NCCCO)=C(/O)c1ccccc1,-2,4,8,1,-4,-1,2,97,-0.6,-1
Cc1cccc(NC(=S)NC2CCCC2)c1C,8,-1,-8,0,17,1,-1,91,2.4,-9
CC(C(=O)Nc1ccncc1)(c1ccccc1)c1ccccc1,-6,-4,0,0,17,-5,-2,101,0.0,-3
CC(C)(C)c1cc(C(F)(F)F)n2ncc(-c3ccccc3)c2n1,-6,-6,-12,5,9,-8,-4,104,0.5,2
CCCC(c1nnnn1CC(=O)OCC)N(Cc1cc2c(C)cc(C)cc2[nH]c1=O)C1CCCC1 (stereo not given),6,5,-12,-3,7,24,0,94,-0.1,-4

# An excerpt from above, limited to NCOA2 inhibitor and MC4R antag cAMP.
smiles,NCOA2 inhibitor,MC4R antag cAMP
Cc1nnc(SCc2ccc(CSc3nnc(C)c(=O)[nH]3)cc2)[nH]c1=O,-65,8
CCCCNC(=O)N(C)c1nc2ccccc2s1,-52,1
C=CCOC(=O)C1=C(C)NC(C)=C(C(=O)OCC=C)C1c1ccc(C)o1,16,-2

# Record cards, as listed above. Values in the order: TLR9-MyD88 block, NOD2-RIPK2 inh, NCOA2 inhibitor, m5-HT2A agonist, MC4R antag cAMP, Cardio protect, Glyco luc inh, ABCB6 inh MLPCN, MC4R barr agon, ABHD5 PLIN5 PPI
# `CCCC(c1nnnn1CC(=O)OCC)N(Cc1cc2c(C)cc(C)cc2[nH]c1=O)C1CCCC1` (stereo not given) in the list: 6, 5, -12, -3, 7, 24, 0, 94, -0.1, -4
# `Cc1ccccc1NC(=O)CCN1CCCCCC1` in the list: -5, -12, -9, 6, 1, 0, 1, 96, -0.8, 1
# `COc1ccc(COC(=O)C2=C(C)NC(=O)NC2c2cc(Br)c(O)c(OC)c2)cc1` (stereo not given) in the list: -9, 7, -2, 3, -3, 6, 1, 110, -0.5, 3
# `O=C(COc1ccc(Br)cc1)N1CCN(c2ccc([N+](=O)[O-])c(N3CCCCC3)c2)CC1` in the list: 7, -1, 1, 5, 4, -6, 0, 98, -0.6, 6
# `COc1ccc2cc(CCNC(=O)c3ccc4c(c3)OCO4)c(=O)[nH]c2c1` in the list: 17, -4, 2, 9, -3, 4, -1, 91, -0.6, 3
